KCNQ2 inh – KCNQ2 channel blockers in CHO-K1 cells – cell-based, FluxOR thallium flux, B-score, primary screen (AID 2156) | O88943 | 20 min; hits give low values | B-score at 10 µM | 310,000 compounds, 1.1% hits;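 active means fluorescence ratio B-score at most minus 3 library SDs, with starting brightness B-score within 2 library SDs, cut at about -5.5 in these data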
CHT block – inhibits the human high affinity choline transporter. Q9GZV3. CHT-expressing cells, membrane potential dye, choline response; hits give low values. B-score at 10 µM. 310,000 compounds, 0.86% hits;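 active means B-score over 3 SD under the library average, and starting fluorescence ratio not unusually high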;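 further: choline stimulus applied at its EC90 after an EC20 pre-addition; B-score computed on integrated fluorescence ratio after choline addition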
Target sequence (Q9GZV3 whole entry, looked up): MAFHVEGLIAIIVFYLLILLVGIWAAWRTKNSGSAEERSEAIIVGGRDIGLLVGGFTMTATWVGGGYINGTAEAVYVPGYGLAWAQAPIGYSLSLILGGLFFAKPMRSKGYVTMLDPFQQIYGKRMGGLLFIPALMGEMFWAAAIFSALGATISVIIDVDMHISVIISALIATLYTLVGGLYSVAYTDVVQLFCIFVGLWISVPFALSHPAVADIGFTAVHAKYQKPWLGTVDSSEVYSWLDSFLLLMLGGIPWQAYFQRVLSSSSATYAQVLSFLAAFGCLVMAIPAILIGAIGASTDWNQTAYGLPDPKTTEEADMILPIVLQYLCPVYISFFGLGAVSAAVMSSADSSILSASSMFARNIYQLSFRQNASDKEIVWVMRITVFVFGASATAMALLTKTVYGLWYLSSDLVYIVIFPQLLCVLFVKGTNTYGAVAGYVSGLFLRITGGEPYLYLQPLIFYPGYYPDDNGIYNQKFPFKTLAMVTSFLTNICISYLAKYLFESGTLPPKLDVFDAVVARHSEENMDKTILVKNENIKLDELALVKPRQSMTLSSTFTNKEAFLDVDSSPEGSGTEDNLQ
Numbers without * were called inactive; i = inactive; . = not tested or not shown. No enrichment for hits; 1.9% or so of the library scored in one or more.

| Compound | CHT block | KCNQ2 inh |
| --- | --- | --- |
| COc1ccc(NC(=O)CN(C)S(=O)(=O)c2ccc3c(c2)n(C)c(=O)c(=O)n3C)cc1 | i | i |
| O=C(COc1ccc(F)cc1F)NNC(=O)Nc1cccc([N+](=O)[O-])c1 | i | i |
| S=C(NCc1ccco1)Nc1ccc(N2CCOCC2)cc1 | i | i |
| O=S(=O)(c1ccc(N2CCN(Cc3ccc4c(c3)OCO4)CC2)nc1)N1CCOCC1 | i | i |
| O=C(CSc1nc(C(F)(F)F)cc(=O)[nH]1)Nc1ccc2c(c1)OCCO2 | i | i |
| CCOC(=O)/C=C/C(=O)Nc1ccc(S(=O)(=O)N2CCCCCC2)cc1 | i | i |
| O=C(c1ccc(F)cc1)c1cn(Cc2ccc(F)cc2)c2cc3c(cc2c1=O)OCCO3 | i | i |
| CCCCCCCCCCS(=O)(=O)N/N=C/c1ccc([N+](=O)[O-])cc1 | i | i |
| CCOC(=O)CN(C(=O)c1ccccc1[N+](=O)[O-])C(C)(C)C | i | i |
| Cc1nc2sc(C(c3cccs3)N3CCN(c4cccc(Cl)c4)CC3)c(O)n2n1 (stereo not given) | i | i |
| CCc1nnc(NC(=O)c2c(O)c3c([nH]c2=O)CCCC3)s1 | i | i |
| COC(=O)CCCC(=O)N1CCCC(N(C)CCc2ccccc2)C1 (stereo not given) | i | i |
| CN(C)c1ccc(-c2nnc(-c3ccccc3F)o2)cc1 | i | i |
| CS(=O)(=O)c1nc(S(=O)(=O)c2ccc(Cl)cc2)c(N2CCCCC2)s1 | i | i |
| COc1ccc(CNC(=O)C2CCC(=O)N2C(C)C)c(OC)c1 (stereo not given) | i | i |
| CC(Cc1nnc(SCC(=O)O)n1N)c1ccccc1 (stereo not given) | i | i |
| COCCNC(=O)C(c1ccc(C)cc1)N(Cc1cccs1)C(=O)CCC(=O)Nc1ccccn1 (stereo not given) | i | i |
| NC(N)=Nc1ccc(N=C(N)N)cc1 | i | i |
| CC(=O)Nc1ccc(NC(=O)COC(=O)CCCc2c[nH]c3ccccc23)cc1 | i | i |
| COC(C[C@@H]1O[C@H]1[C@H](O)[C@@H](C)OCc1ccccc1)OC | i | i |
| C=CCN1C(=O)c2ccc(C(=O)N3CCN(c4ccccc4OC)CC3)cc2C1=O | i | i |
| Cc1ccc(CNC(=O)CNC(=S)N(Cc2ccccc2)Cc2cccnc2)cc1 | i | i |
| CCc1noc(C)c1C(=O)Nc1ccc(C#N)cc1 | i | i |
| COc1ccc(Cl)cc1NC(=O)COC(=O)CNC(=O)c1ccc([N+](=O)[O-])c(C)c1 | i | i |
| COCCCNC(=O)CCc1c(C)nc2c(-c3ccc(F)cc3)c(C)nn2c1C | i | i |

(continued)
| Compound | CHT block | KCNQ2 inh |
| --- | --- | --- |
| CNC(C)C#Cc1ccc2sc3cccc(OC)c3c(=O)c2c1 (stereo not given) | i | i |
| C=Cn1c(N2CCOCC2)nc2c1c(=O)[nH]c(=O)n2C | i | i |
| O=C(O)c1ccccc1NC(c1ccccc1)c1ccc(Cl)cc1 (stereo not given) | i | i |
| CCOc1ccc(S(=O)(=O)Nc2ccccc2C(=O)N/N=C/c2c(OC)ccc3ccccc23)cc1 | i | i |
| COc1ccc(CN2CCN(Cc3ccc(OC)c(OC)c3OC)CC2)cc1 | i | i |
| O=C(CN1C(=O)C2C3C=CC(C3)C2C1=O)Nc1cccc2c1CCCC2 (stereo not given) | i | i |
| CCOC(=O)c1c(NC(=O)CSc2nc3ccccc3c(=O)n2-c2ccc(F)cc2)sc(C(C)=O)c1C | i | i |
| CN1Cc2c(N3CCOCC3)nc3sc(C(=O)c4ccccc4)c(N)c3c2CC1(C)C | i | i |
| COc1ccc(CNC(=O)c2c(O)c3cccc4c3n(c2=O)CCC4)cc1OC | i | i |
| Cc1cc(N)n(-c2nc(-c3cccnc3)nc3ccccc23)n1 | i | i |
| CCc1cc2cc(C)ccc2nc1SCC(=O)Nc1cc(C)on1 | i | i |
| COc1ccc(CNC(=S)NNC(=O)c2cc3ccccc3o2)cc1 | i | i |
| Nc1ccc2nc(C3CCCCC3)[nH]c2c1 | i | i |
| NC(=O)C1CCN(CC(=O)N2N=CCC2c2ccccc2)CC1 (stereo not given) | i | i |
| C/C=C(/C)C(=O)Nc1cccc(C2=NOC3(C2)C[C@@H](C(N)=O)N(C(=O)C2(C)CC2)C3)c1 (stereo not given in full) | i | i |
| O=C(O)COc1ccccc1/C=N/NC(=O)CN1CCN(Cc2ccccc2Cl)CC1 | i | i |
| Cc1[nH]c(C)c(S(=O)(=O)N(Cc2ccccc2)C(C)C)c1C(=O)N1CCCC1 | i | i |
| Cc1ccc(C(C(=O)NC(C)(C)C)N(Cc2ccccc2)C(=O)c2snc(C(N)=O)c2N)o1 (stereo not given) | i | i |
| S=C(Nc1ccc(Cl)cc1)Nc1cccc2cnccc12 | i | i |
| Fc1ccc(-c2nc3c(-c4ccc(Cl)cc4)cnn3cc2CCN2CCOCC2)cc1 | i | i |
| CCOC(=O)c1cc(CC)sc1NC(=O)CCC(=O)O | i | i |
| CSc1ccc(Cl)c(C(=O)NCC(C)C)c1 | i | i |
| C=CCn1c(N2CCCC2)nc2c1c(=O)[nH]c(=O)n2C | i | i |
| CCOC(=O)CNc1cccc(C(F)(F)F)c1 | i | i |
| CNC(=S)N(Cc1ccc(OC)cc1)Cc1cc2cccc(C)c2[nH]c1=O | i | i |

Going on with the list.
| Compound | CHT block | KCNQ2 inh |
| --- | --- | --- |
| Cc1cccc(C)c1OCC(=O)N/N=C/c1cccnc1 | i | i |
| COC(=O)c1ccc(N)cc1O | i | i |
| CCN1CCCc2cc(CN(CCN3CCOCC3)C(=S)Nc3ccc(OC)c(OC)c3)ccc21 | i | i |
| O=C(NCCc1ccc(F)cc1)c1n[nH]c2ccccc12 | i | i |
| Cc1ccccc1-c1cnn(-c2cccc([N+](=O)[O-])c2)c1N | i | i |
| Cc1ccc(S(=O)(=O)N(CC2CO2)c2ccccc2[N+](=O)[O-])cc1 (stereo not given) | i | i |
| Cc1ccc2c(c1)COc1c3ccc(C(=O)NCCO)cc3nn1-2 | i | i |
| CC(=O)Nc1ccc(C(=O)n2nc(C)cc2C)cc1 | i | i |
| CCOC(=O)CC(NC(=O)CCc1c(C)nc2nc(C)nn2c1C)c1ccc(OC(C)C)cc1 (stereo not given) | i | i |
| Cc1ccc(NC(=O)C(C)NC(=O)OCc2ccccc2)cc1C (stereo not given) | i | i |
| COc1cccc(-c2cc(C(=O)NCCCn3ccnc3)c3ccccc3n2)c1 | i | i |
| CC1CCN(C(=O)CSc2n[nH]c(-c3cccs3)n2)CC1 | i | i |
| CC(=O)c1cccc(S(=O)(=O)N(Cc2cc3cc4c(cc3[nH]c2=O)OCCO4)CC2CCCO2)c1 (stereo not given) | i | i |
| CCOCCCNS(=O)(=O)c1ccc(NC(=O)C2CC(=O)N(c3ccc(C)cc3)C2)cc1 (stereo not given) | i | i |
| CCOC(=O)C1C(=O)OC(C)(C)C1C(CC)C(=O)c1c(C)cc(C)cc1C (stereo not given) | i | i |
| COc1ccc(CNc2nc3ccccc3n2CCN2CCCCC2)c(OC)c1 | i | i |
| CCCOc1ccc(C(=O)NNC(=S)NC(=O)c2ccccc2)cc1 | -6.6* | i |
| CCOc1ccc(S(=O)(=O)N(C)C2CCCCC2)cc1 | i | i |
| Cc1ccccc1-n1ncc(C(C)NS(=O)(=O)c2ccccc2Cl)c1C (stereo not given) | i | i |
| COc1ccccc1N1CCN(S(=O)(=O)CC23CCC(CC2=O)C3(C)C)CC1 (stereo not given) | i | i |
| O=[N+]([O-])c1c(C(Cl)Cl)nn(-c2ccc(Cl)cc2)c1N1CCCCC1 | i | i |
| Cc1ccc(NC(=O)CN2CCCCCC2)c(Br)c1 | . | i |
| CCc1ccc(OCC(=O)NC(NC(=S)Nc2ccc(Cl)cc2)C(Cl)(Cl)Cl)cc1 (stereo not given) | i | i |
| COCc1c(Br)c(C)nc2sc3c(=O)[nH]nnc3c12 | i | i |
| COc1ccc(/C(C)=N/NC(=O)c2nnn(-c3nonc3N)c2-c2ccccc2)cc1 | i | i |

Going on with the list.
| Compound | CHT block | KCNQ2 inh |
| --- | --- | --- |
| O=C(NCCN1C(=O)S/C(=C\c2cccc(Cl)c2Cl)C1=O)C1=COCCO1 | i | i |
| CCOc1ccccc1NC(=O)NC(C)c1ccncc1 (stereo not given) | i | i |
| Cc1ccc(CN2C(=O)c3ccccc3Sc3ccc(C(=O)NCCCN4CCOCC4)cc32)cc1 | i | i |
| COc1cccc(C2c3[nH]c4ccccc4c3C[C@H]3C(=O)N(CCCO)CC(=O)N23)c1OC (stereo not given in full) | i | i |
| Cc1ccc(NC(=S)Nc2ccc(C(C)C)cc2)cc1S(=O)(=O)N1CCCCCC1 | i | i |
| CCOc1ccccc1-n1ccn(CC(=O)Nc2ccc(Br)cc2F)c(=O)c1=O | . | i |
| CN(Cc1ccc(F)cc1)C(=O)c1cccc(S(=O)(=O)NCc2ccccc2)c1 | i | i |
| NS(=O)(=O)c1ccc(CCNC(=O)c2cc(-c3cc(Cl)ccc3O)n[nH]2)cc1 | i | i |
| O=C(NNc1ccc(Cl)cc1)c1sccc1Cl | i | i |
| CC(C)(C)C(=O)NC1=NN(c2c(Cl)cc(Cl)cc2Cl)C(=O)C1 | i | i |
| COc1cc(/C=N/NS(=O)(=O)c2ccc(Br)cc2)ccc1O | i | i |
| O=C(O)CCCC(=O)Nc1ccc(Cl)c(Cl)c1 | i | . |
| O=C(CN(Cc1ccco1)C(=O)c1nsc(Cl)c1Cl)NC1CCCCC1 | i | i |
| COc1cccc(C2=NO[C@@H]3C(=O)N(Cc4ccccc4)C(=O)[C@H]23)c1OC | i | i |
| CC(OC(=O)c1cccc(S(=O)(=O)N2CCCC2)c1)C(=O)NC1CCCCC1C (stereo not given) | i | i |
| Nn1cnc2scc(-c3ccco3)c2c1=O | i | i |
| CN(C)S(=O)(=O)c1ccc(C(=O)NCC(=O)Nc2ccc(F)c(F)c2)cc1 | i | i |
| c1cc2c(c(NCc3ccncc3)c1)CCCC2 | i | i |
| CCCCC(=O)N/N=C/c1ccc(N2CCOCC2)c([N+](=O)[O-])c1 | i | i |
| CCC(C)C(NS(=O)(=O)c1ccc(C)cc1)C(=O)N1CCOCCOCCOCC1 (stereo not given) | i | i |
| O=C(Nc1ccc(Br)c(C(F)(F)F)c1)c1ccc(C(F)(F)F)cc1 | i | i |
| CCOCCCNC(=O)C1CC(=O)N(C2CCCC2)C1 (stereo not given) | i | i |
| CC(C)Cc1nc(S(=O)(=O)c2ccc(Cl)cc2)c(N2CCOCC2)o1 | i | i |
| O=C(O)c1cccc(NS(=O)(=O)c2ccc3c(c2)OCCCO3)c1 | i | i |
| COC(=O)CSc1nnc(CNc2ccc(Cl)cc2)n1Cc1ccccc1 | i | i |

Complete entries from above.
c1cc2c(c(NCc3ccncc3)c1)CCCC2 is listed with CHT block = i; KCNQ2 inh = i
CC(C)Cc1nc(S(=O)(=O)c2ccc(Cl)cc2)c(N2CCOCC2)o1 is listed with CHT block = i; KCNQ2 inh = i
CC(OC(=O)c1cccc(S(=O)(=O)N2CCCC2)c1)C(=O)NC1CCCCC1C (stereo not given) is listed with CHT block = i; KCNQ2 inh = i

Other structures
| Compound | CHT block | KCNQ2 inh |
| --- | --- | --- |
| Cc1cc(NC(=O)c2ccc(C)o2)no1 | i | i |
| CCOC(=O)C(C(=O)OCC)C1N=C(N)N=C2Oc3ccccc3N21 (stereo not given) | i | i |
| CCn1c(C)nc2cc(C(=O)NNC(=S)Nc3ccc(OC)cc3)ccc21 | i | i |
| COc1cc(NC(=O)C2CSC3(C)CCC(=O)N23)c(OC)cc1Cl (stereo not given) | i | i |
| COc1ccccc1OCC(O)Cn1c(=N)n(Cc2ccccc2)c2ccccc21 (stereo not given) | i | i |
| COc1ccc2[nH]c(=O)c(CN(Cc3ccco3)C(=O)c3ccccc3)cc2c1 | i | i |
| CC(C)C(=O)N1CCC2(CC1)Oc1ccc(Cl)cc1C(=O)C21CC(c2ccc(Cl)cc2)=NO1 (stereo not given) | i | i |
| Cc1ccc(-n2cc(CN(C)Cc3nccn3C)c(-c3ccc(F)cc3)n2)cc1 | i | i |
| O=C1OC(c2ccccc2)=NC12CC2c1ccc(Cl)cc1 (stereo not given) | i | i |
| O=C(CSc1ccccc1)N[C@@H](Cc1ccccc1)C(=O)O | i | i |
| CCCCOC(=O)C1CN(c2ccccc2)N=C1C(C)=O (stereo not given) | i | i |
| O=S(=O)(/N=C(/Nc1ccccc1F)c1ccccc1)c1ccccc1 | i | i |
| O=C(c1cccc(S(=O)(=O)N2CCN(c3ccc(F)cc3)CC2)c1)N1CCCCCCC1 | i | i |
| COc1cccc(-c2ccc(NC(=O)C3CCCN(CCCn4nc(C)cc4C)C3)cc2)c1 (stereo not given) | i | i |
| CCCCc1cc(=O)oc2cc(OCC(=O)N(CC)CC)ccc12 | i | i |
| O=C(COc1cccnc1[N+](=O)[O-])NCc1ccccc1 | i | i |
| N=C(SC1CC(=O)N(c2ccc(F)cc2)C1=O)N1N=C(c2ccccc2)CC1c1ccccc1 (stereo not given) | i | i |
| Nc1c(S(=O)(=O)c2cccs2)c2nc3ccccc3nc2n1/N=C/c1cccc(O)c1 | i | i |
| COc1ccc(C(=O)Nc2cccc(/C=C(\CCC(=O)O)c3nc4ccccc4s3)c2)cc1 | i | i |
| CC1(C)C(=O)Nc2ccccc2N1C(=O)CN1C(=O)c2ccccc2C1=O | i | i |
| Cc1ccc(CNC(=O)CN(C(=O)C2(C)CC(=O)N=C3C=CC=CN32)c2cccc(C)c2C)cc1 (stereo not given) | i | i |
| Cc1ccc(NC(=S)N=Nc2c(O)[nH]c3ccccc23)cc1 | i | i |
| CCOC(=O)c1ccc(NC(=S)N2CCC(C(N)=O)CC2)cc1 | i | i |
| O=C(O)c1ccc(Cl)c(NCc2ccncc2)c1 | . | i |

Sorted by formula weight (rising): some entries from above
| Compound | CHT block | KCNQ2 inh |
| --- | --- | --- |
| CCCCOC(=O)C1CN(c2ccccc2)N=C1C(C)=O (stereo not given) | i | i |
| O=C(O)c1ccccc1NC(c1ccccc1)c1ccc(Cl)cc1 (stereo not given) | i | i |
| COc1ccc(Cl)cc1NC(=O)COC(=O)CNC(=O)c1ccc([N+](=O)[O-])c(C)c1 | i | i |
